Screening data from PubChem BioAssay.
ABCB6 inh 2 – inhibitors of human ABC transporter ABCB6. Q9NP58. K562-ABCB6 porphyrin accumulation, flow cytometry, 1 h; active compounds read low. fluorescence ratio to DMSO, % at 10 µM. hit rate 0.19% among 360,000. AID 602162;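 active = fluorescence ratio to DMSO below 75%, the collection mean minus 3 SD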;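 note: signal is porphyrin accumulated inside mitochondria; 100% equals median channel fluorescence of DMSO control wells; lower ratio means ABCB6 inhibition with less porphyrin fluorescence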
MC4R ag barr – human MC4R agonism via beta-arrestin; P32245; U2OS MC4R beta-arrestin complementation, luminescence; percent of melanotan II response, DMSO zero; activation, % at 8.9 µM; hit rate 0.98% among 360,000; AID 540308;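 active = activation above a per-plate cutoff, the mean activation of sample wells on that plate plus 3 SD, cut at about 8% in these data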
CaV13 ICDI inh – Primary screen for inhibitors of IQ motif and Ca2+-dependent inactivation inhibitor domain binding in CACNA1D, Förster resonance energy transfer in living cells, …; HEK cells, CFP/YFP FRET ICDI-IQ, plate reader, 10 min; percent FRET-ratio fall versus neutral wells; inhibition, % at 12.3 µM; hit rate 0.098% among 340,000; AID 743397;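 active = mean replicate inhibition of at least 30% and at least 1% of replicates passing that level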;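 note: 0% = median of the neutral control wells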
ABHD5 PLIN5 PPI – ABHD5-PLIN5 protein interaction inhibition. inhibition, % at 4 µM. Split G. princeps luciferase complementation, luminescence, 4 h. hit rate 0.78% among 360,000;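 active = inhibition above the mean inhibition across every tested compound plus 3 SD, cut at about 22% in these data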;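 note: 0% = DMSO only wells and the 100% control is not disclosed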
Target sequence (Q00G26 whole entry, looked up): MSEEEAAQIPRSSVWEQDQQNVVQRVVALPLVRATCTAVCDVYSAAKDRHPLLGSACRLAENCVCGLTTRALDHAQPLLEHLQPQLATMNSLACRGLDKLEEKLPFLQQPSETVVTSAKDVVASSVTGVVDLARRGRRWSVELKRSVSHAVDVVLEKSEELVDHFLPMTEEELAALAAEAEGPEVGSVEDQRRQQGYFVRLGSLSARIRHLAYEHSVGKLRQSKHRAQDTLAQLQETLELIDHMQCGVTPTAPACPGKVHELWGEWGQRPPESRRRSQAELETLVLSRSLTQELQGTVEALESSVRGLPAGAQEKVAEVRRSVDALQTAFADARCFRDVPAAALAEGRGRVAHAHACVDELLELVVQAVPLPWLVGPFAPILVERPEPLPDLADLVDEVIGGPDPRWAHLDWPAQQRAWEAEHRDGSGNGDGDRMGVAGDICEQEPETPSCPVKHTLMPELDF
Target sequence (Q8WTS1 whole entry, looked up): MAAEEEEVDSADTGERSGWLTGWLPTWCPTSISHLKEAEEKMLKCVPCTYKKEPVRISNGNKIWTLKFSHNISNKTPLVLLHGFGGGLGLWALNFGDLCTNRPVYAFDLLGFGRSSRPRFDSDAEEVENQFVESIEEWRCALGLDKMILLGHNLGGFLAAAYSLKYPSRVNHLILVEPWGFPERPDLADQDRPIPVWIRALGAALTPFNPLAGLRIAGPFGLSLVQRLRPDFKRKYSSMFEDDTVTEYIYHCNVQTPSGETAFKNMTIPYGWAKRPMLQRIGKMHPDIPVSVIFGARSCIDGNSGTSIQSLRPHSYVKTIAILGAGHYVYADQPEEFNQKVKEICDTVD
MC4R antag cAMP – antagonists of human melanocortin 4 receptor (MC4R); inhibition, % at 6.5 µM; P32245; MC4R-expressing cells, MTII-stimulated cAMP, LANCE TR-FRET; hit rate 0.48% among 360,000;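 active = inhibition above its plate's cutoff, the mean of tested wells on that plate plus 3 SD, cut at about 29% in these data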;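 note: 0% = Melanotan II alone and 100% = Melanotan II plus saturating MCL0020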
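Assay system: U2OS-MC4R stable cell line; Also added: Melanotan II; Technique: Eu-cAMP/anti-cAMP TR-FRET, emission 671 nm; Times: 30-min compound, 1-h challenge, 1-h detection, room temperature.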
Exocytosis inh – blocks lytic granule exocytosis; TALL-104 LAMP-1 surface exposure, flow cytometry; cells stimulated with thapsigargin and PMA; AID 651702; inhibition, % at 10 µM; hit rate 0.66% among 360,000;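 active = inhibition above about 55%, limit read from the data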
m5-HT2A agonist – agonists of mouse serotonin 5-HT2A receptor (HTR2A) | activation, % at 7.6 µM | CHO-K1 mHTR2A beta-arrestin complementation, luminescence; percent of 30 µM serotonin response | hit rate 0.66% among 360,000 | AID 624169 | P35363;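 active = activation above a run cutoff, the mean activation of all tested compounds plus 3 SD, cut at about 14% in these data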;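 note: 0% = plate median of compound wells and 100% = 30 µM serotonin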
PDI inh – inhibitors of human protein disulfide isomerase; PDI insulin aggregation turbidity, A650, 90 min; inhibition, % at 10 µM; AID 588391; hit rate 0.052% among 350,000; P07237;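 active = mean inhibition across replicates of 30% or more, whatever share of single replicates reach that level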;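 note: absorbance from insulin aggregation driven by PDI reduction with DTT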
Glyco luc inh – N-linked glycosylation inhibition; D54 ERlucT glycosylation luciferase reporter, 24 h; percent of 100 nM tunicamycin response; reporter increase, % at 12.5 µM; hit rate 0.23% among 360,000; AID 588692;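 active = mean luciferase reporter signal, scaled so untreated is 0 and the glycosylation-blocking control 100, at or above a set limit in every replicate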;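 note: luciferase carries N-glycosylation sites so blocking glycosylation raises the light; 0% = median of neutral control wells and 100% = median of 100 nM tunicamycin wells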
H9c2 protect – protects H9c2 cardiomyocytes from peroxide injury; H2O2 injury protection, ATPLite, 2 h; protection from H2O2 cell death, % at 20 µM; hit rate 0.63% among 360,000;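 active = compounds giving at least 50% protection of heart cells from peroxide-induced death in the single-dose screen, raw or plate-pattern-corrected value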;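 note: 0% = DMSO wells with peroxide and 100% = DMSO wells without peroxide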
The depositor's hits bear a star; x = no result given.

SMILES	ABCB6 inh 2	MC4R ag barr	CaV13 ICDI inh	ABHD5 PLIN5 PPI	MC4R antag cAMP	Exocytosis inh	m5-HT2A agonist	PDI inh	Glyco luc inh	H9c2 protect
CCOc1cc(C(C#N)N2CCCCC2)ccc1OC (centres undefined)	98	-2.4	-5	-5	4	0	-2	1	0	12
CSc1ccccc1C(=O)NCc1ccc(F)cc1	102	-1.9	-6	11	-1	-6	-5	5	-2	0
O=C(Nc1nnc(S(=O)(=O)N2CCCC2)s1)c1ccccc1F	99	-1.5	-8	2	2	-1	0	-2	0	-6
N#CCCN(C(=O)CSc1nnc(-c2ccncc2)n1C1CC1)c1ccccc1	92	-0.6	-2	0	4	7	-1	-1	0	1
Cc1ccccc1OCC(O)COc1ccccc1C	98	1.8	-14	-12	-2	-6	-3	-8	-3	-13
CC1=C(C(=O)Nc2ccccc2)C(c2ccco2)C(C#N)=C(SCC(N)=O)N1 (centres undefined)	93	-1.6	-8	-4	8	-1	0	0	2	3
COc1ccc2oc(C(=O)OC(C)C(=O)NCc3ccccc3)c(C)c2c1 (centres undefined)	101	-2.9	-6	-1	-2	6	6	-1	2	-7
COC(=O)c1c(NC(=O)C(C)C)sc2c1C(C(=O)OC)CC2 (centres undefined)	82	-1.1	-3	0	0	-1	-1	11	0	5
Cc1sc2ncnc(Sc3ccccc3C(=O)Nc3ccccc3Cl)c2c1C	96	-0.4	-4	-6	19	-4	0	12	2	11
O=C(NCCCCCCNC(=O)c1cncc(O)c1)c1cncc(O)c1	98	-0.8	-2	3	-1	4	2	-1	0	3
CSC1=NCCN1C(=O)Cc1ccc(-c2ccccc2)cc1	98	-0.3	-7	1	-4	-1	-5	2	-3	-27
O=C(O)C1C2C=CC(C2)C1C(=O)NCCc1ccccc1 (centres undefined)	99	-1.8	-3	-2	11	0	9	-6	1	4
COc1ccc(C(=O)N2CCCC(C)(C(=O)NS(=O)(=O)C3CC3)C2)c(OC)c1 (centres undefined)	93	0.3	-7	1	2	6	2	16	2	1
COc1cccc(C(=O)N2CCN(Cc3ccccn3)CC2)c1	100	-0.6	-4	2	4	-12	4	-4	1	2
C[C@@H](O)c1nc2ccccc2n1N	94	-1.3	-1	5	11	-1	-3	-4	-1	-1
O=C(N/N=C/c1ccc[nH]1)c1ccccc1O	103	-3.0	-11	-10	-8	0	0	3	-8	4
Cc1ccc(C(=O)N/C(=C/c2ccco2)C(=O)N2CCOCC2)cc1	104	-0.9	-3	0	11	-4	6	7	0	-2
CCOc1ccc(NCc2cc3cc(OC)ccc3[nH]c2=O)cc1	109	-1.8	-5	-1	-6	5	3	-5	3	37
N#Cc1c(C(F)(F)F)cc(=O)[nH]c1SCC(=O)O	92	0.2	-2	1	12	10	3	5	2	5
O=C(c1ccccc1-c1nc2ccccc2[nH]1)N1CCCCC1	97	0.8	x	-17	14	-5	-4	0	-1	9
COc1ccc(-c2cc(=Nc3ccc(C(=O)O)cc3)c3cc(C)ccc3o2)cc1	101	-1.3	5	2	2	-11	-8	-4	-17	-22
Cc1ccccc1CN1N=C(/C=C/c2ccccc2)CCC1=O	96	-0.6	-3	-9	2	-4	-6	-2	0	-6
O=S(=O)(Nc1ccc2c(c1)OCO2)c1cccs1	100	0.5	-3	5	6	2	5	3	1	-7
O=C(NNc1ccccc1[N+](=O)[O-])Nc1ccccc1	110	-2.1	-8	0	8	-3	2	6	1	1
CCOC(=O)C1CCN(C(=O)C(=O)Nc2ccc3nc4n(c(=O)c3c2)CCCCC4)CC1	93	-1.4	-7	0	14	0	0	x	1	-2
CCCc1c(-c2ccc(F)cc2F)ncn1Cc1ccccc1OC	124	x	-10	-4	x	10	-5	x	x	x
Cc1ccc(C(=O)CSc2nnc(CNc3nc(-c4ccccc4)cs3)n2C)cc1	85	0.9	-1	-1	-1	0	-5	3	-2	-11
Cc1ncoc1C(=O)NCc1ccccc1Cl	99	-1.3	-8	-1	6	2	6	3	-1	1
CCC(=O)Nc1c(S(=O)(=O)c2ccccc2)c2nc3ccccc3nc2n1C(C)c1ccccc1 (centres undefined)	90	0.9	-2	-3	15	2	1	-1	-5	-6
CC(=O)N1c2c(cc(Br)cc2S(=O)(=O)N2CCCCC2)CC1C (centres undefined)	103	-0.3	-3	2	6	-2	-3	9	0	-5

Complete entries, quoted from the list. Order of values: ABCB6 inh 2	MC4R ag barr	CaV13 ICDI inh	ABHD5 PLIN5 PPI	MC4R antag cAMP	Exocytosis inh	m5-HT2A agonist	PDI inh	Glyco luc inh	H9c2 protect
N#Cc1c(C(F)(F)F)cc(=O)[nH]c1SCC(=O)O is entered as 92	0.2	-2	1	12	10	3	5	2	5
O=C(c1ccccc1-c1nc2ccccc2[nH]1)N1CCCCC1 is entered as 97	0.8	x	-17	14	-5	-4	0	-1	9
Cc1ccccc1CN1N=C(/C=C/c2ccccc2)CCC1=O is entered as 96	-0.6	-3	-9	2	-4	-6	-2	0	-6
CC(=O)N1c2c(cc(Br)cc2S(=O)(=O)N2CCCCC2)CC1C (centres undefined) is entered as 103	-0.3	-3	2	6	-2	-3	9	0	-5

The results go on:
SMILES	ABCB6 inh 2	MC4R ag barr	CaV13 ICDI inh	ABHD5 PLIN5 PPI	MC4R antag cAMP	Exocytosis inh	m5-HT2A agonist	PDI inh	Glyco luc inh	H9c2 protect
O=C(Nc1ccc2c(c1)OCCO2)c1coc2ccccc2c1=O	100	-1.0	-2	2	0	14	6	-4	-13	-9
COc1ccc(OC)c(NS(=O)(=O)c2c(C)nc3sccn3c2=O)c1	98	-1.5	-5	2	6	-2	1	-3	0	0
COc1ccc2c(C)c(C(=O)N3CCN(Cc4ccccc4)CC3)oc2c1	100	-1.2	-6	4	-1	20	-5	-11	-5	-3
O=C(O)c1nc(-c2ccccc2)n(-c2ccc(Cl)cc2)n1	96	-1.9	x	-1	4	-2	1	-2	-2	22
COc1ccc(C(=O)NN(C)c2nc(-c3ccccc3)nnc2C(F)(F)F)cc1	100	-1.2	-2	1	-4	-2	4	-16	0	-15
COc1cccc(C2C(C(=O)c3cc4ccccc4o3)=C(O)C(=O)N2CCN(C)C)c1OC (centres undefined)	108	0.2	-3	10	20	2	-1	-5	1	4
Cc1ccc2cc(S(=O)(=O)NCCCC(=O)O)ccc2c1	109	0.0	x	3	-6	0	3	0	0	0
CCNC(=O)C(=O)NCC1CCCN1S(=O)(=O)c1cccs1 (centres undefined)	99	-1.8	-6	9	3	0	-6	3	2	6
Cc1ccc(C)c(S(=O)(=O)N2CCCCC2CCNC(=O)C(=O)NCc2ccccn2)c1 (centres undefined)	81	-1.2	-6	-9	-2	7	-3	-1	-1	-3
O=C(c1cc2cc(F)ccc2[nH]1)N1CCc2ccccc21	98	0.2	-2	-3	20	-1	6	-2	0	-3
O=C(CSc1nnc(-c2ccccc2Cl)o1)N1CCCCC1	107	-1.9	-4	-4	-4	-3	-5	x	-12	-5
Cc1cc(C(=O)Cn2nc(C(=O)O)c3ccccc3c2=O)c(C)n1-c1cccc(C(F)(F)F)c1	90	1.6	1	0	0	11	0	-1	1	1
COc1cc(O)c(C=NN2C(=O)CSC2=S)c(OC)c1	98	-1.9	-6	-4	-9	7	0	10	-1	62*
CC(Oc1cccc(Cl)c1)C(=O)NCc1ccc(S(N)(=O)=O)cc1 (centres undefined)	98	-2.8	-1	1	8	-2	-5	1	1	1
CCOC(=O)N1CCN(S(=O)(=O)c2ccc3c(c2)CCN3C(=O)CC)CC1	100	-1.2	-4	-1	7	-1	4	-9	0	-13
CN(C(=O)C1CCN(S(=O)(=O)c2cccs2)CC1)c1ccccc1	99	2.2	-2	-7	-4	-2	-2	6	-2	6
COc1ccccc1C(=O)Nc1ccc2c(c1)nc1n2CCSC1	90	1.0	-5	-9	-5	-3	0	0	-3	-12
CCOC(=O)CCCNS(=O)(=O)c1c(C)ccc2nsnc12	93	-1.1	-4	-3	-2	8	1	-8	0	8
COc1ccc(C(=O)NCC2OCCc3ccccc32)cc1OC (centres undefined)	92	1.1	4	-2	6	-2	0	-1	1	-1
O=C(C#Cc1ccccc1)Nc1cccc(F)c1	102	0.0	-6	2	-10	8	1	1	-15	-9
CCc1ccc(NC(=O)COc2cccc(-n3cnnn3)c2)cc1	90	0.1	-3	-1	-5	-1	-4	-46	-1	-1
COc1ccc(-n2cnnc2SCC(=O)Nc2cccnc2Cl)cc1	105	0.4	-5	-4	10	0	0	4	-1	3
CCC/C(=N/NC(=O)c1nnn(-c2nonc2N)c1CN1CCCCC1)c1ccccc1	97	2.8	-2	-3	11	2	-4	x	3	5
Cc1ccc(OCC(=O)N(Cc2ccccc2)C2CCS(=O)(=O)C2)c([N+](=O)[O-])n1 (centres undefined)	94	-0.4	-3	-1	-3	19	2	3	-1	10
CC(Sc1nnnn1C)C(=O)Nc1ccc(Oc2ccccc2)cc1 (centres undefined)	93	0.0	-4	1	-6	0	0	0	0	1
C/C(=N/NC(=O)c1ccc(C(C)(C)C)cc1)c1ccccn1	95	-2.5	-3	-5	15	11	-1	-3	-14	18
CCc1ccc(NC(=O)c2cc(-c3ccco3)on2)cc1	97	-0.9	-6	-5	-6	2	-5	2	4	0
COCCn1c(C)cc(C2=NNC(=Nc3ccc(F)cc3)SC2)c1C	100	1.4	-6	-12	19	-5	1	5	-4	-3
Cc1ccc(CN2C(=O)C(C)Nc3ncnc(N4CCOCC4)c32)cc1 (centres undefined)	100	-1.2	-5	-4	-1	0	2	6	1	0
Cc1c(-n2c(=O)n(Cc3ccccc3)c(=O)c3[nH]cnc32)cccc1S(C)=O (centres undefined)	98	-1.2	-19	-6	12	2	1	0	1	3
CC(=O)ON=C1C=CC(=C(C#N)c2ccccc2)C=C1	103	x	-11	-8	x	-21	-5	x	0	-3
CC(C)(C)c1nc(CN2CCOCC2)ccc1O	98	-2.3	-6	6	0	-1	-5	-9	0	4
Cc1c(C(=O)NCc2ccc3c(c2)cc(C)n3C)cccc1[N+](=O)[O-]	101	-0.6	9	7	5	-5	-11	x	-6	13
O=C(NC1CCN(Cc2ccc(F)cc2)CC1)c1ccccc1	107	-0.6	-19	2	4	-7	-5	-7	-2	8
Cc1ccc(S(=O)(=O)CC2CSc3nnc(C)c(=O)n32)cc1 (centres undefined)	96	-1.4	-9	0	-4	-2	1	-5	0	-2
O=C(O)c1ccc(-c2nc(-c3ccccc3)cs2)cc1	96	-1.2	13	3	8	-4	-1	5	0	5
Cc1c(Cl)cccc1NC(=S)N1CCN(Cc2ccccc2)CC1	93	-1.7	-6	-8	-4	1	3	5	2	-9
COc1cc2[nH]cc(C(=O)NCc3ccccc3)c(=O)c2cc1OC	97	1.1	-2	-6	-13	0	4	-1	-3	10
CCOC(=O)C1(CCOC)CCN(Cc2ccc3nonc3c2)CC1	98	1.6	-2	-1	20	0	3	5	-1	0
CCOc1cccc(-c2c(C(=O)N/N=C(\C)c3ccccn3)nnn2-c2nonc2N)c1	93	-0.9	-4	0	16	8	-4	0	-11	51*
CCCN(CCC)C(=S)NC1CC2C=CC1C2 (centres undefined)	95	0.8	-2	-3	4	-4	2	3	0	-4
